Compound activity from PubChem BioAssay.
APEX1 inh: blocks human APE1 abasic DNA cleavage. Potency, µM (titrated, usually from 65.8 µM), without a hit: at the top dose activity change, negative = inhibition, actives largely listed as inhibitors. recombinant APE1, TAMRA/BHQ-2 abasic DNA cleavage fluorescence. actives 0.35% (n = 350,000);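 note: potency is the fitted concentration of half-maximal effect; plate controls were vehicle for no effect and reference inhibitor for full effect; nearly all actives have a fitted effect of over 55% in size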
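Compound pre-exposure to 0.75 nM APE1, 15 min at ambient temperature. Reaction initiated with 50 nM TAMRA/BHQ-2 THF substrate, read immediately in kinetic mode, 525 nm excitation, 598 nm emission.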
12-LOX inh: inhibitors of human 12S-lipoxygenase ALOX12. P18054. purified 12hLO, xylenol orange hydroperoxide absorbance. Potency, µM (series often up to 108 µM), inactives show at the highest dose activity change, negative = inhibition, most hits filed as inhibitors. actives 1.1% (n = 580,000); note: potency is the fitted concentration of half-maximal effect; % is set by controls: 0 for no effect and ±100 for the full control effect
Target sequence (P18054 whole entry, looked up): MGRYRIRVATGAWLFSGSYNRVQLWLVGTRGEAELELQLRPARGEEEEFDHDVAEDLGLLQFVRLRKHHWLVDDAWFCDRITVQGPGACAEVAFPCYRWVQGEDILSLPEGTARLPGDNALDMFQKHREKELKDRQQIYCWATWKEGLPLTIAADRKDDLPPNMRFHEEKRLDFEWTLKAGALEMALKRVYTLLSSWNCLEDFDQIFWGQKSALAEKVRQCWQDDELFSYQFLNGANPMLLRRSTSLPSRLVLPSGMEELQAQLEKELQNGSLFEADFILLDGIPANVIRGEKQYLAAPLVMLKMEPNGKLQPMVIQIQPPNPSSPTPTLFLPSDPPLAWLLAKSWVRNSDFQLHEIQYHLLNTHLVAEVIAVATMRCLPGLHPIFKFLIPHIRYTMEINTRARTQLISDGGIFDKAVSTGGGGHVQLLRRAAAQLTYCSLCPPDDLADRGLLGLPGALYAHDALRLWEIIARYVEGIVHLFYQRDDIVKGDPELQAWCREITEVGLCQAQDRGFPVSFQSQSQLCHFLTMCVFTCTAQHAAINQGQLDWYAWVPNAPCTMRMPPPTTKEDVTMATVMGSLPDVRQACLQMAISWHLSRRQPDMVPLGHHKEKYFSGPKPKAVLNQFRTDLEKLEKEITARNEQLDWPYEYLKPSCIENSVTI
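Purified human 12hLO at 150 nM in 25 mM Hepes, 0.01% Triton X-100, pH 7.0, preincubated 15 min at room temperature with compound. Reaction started with 40 uM arachidonic acid, 30 min at room temperature. Hydroperoxide measured by Fe-xylenol orange, 573/405 nm absorbance ratio.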
POLH inh: blocks human DNA polymerase eta activity; Q9Y253; recombinant Pol eta, fluorescent DNA replication assay; Potency, µM (top dose mostly 114 µM), without a hit: at the top dose activity change, negative = inhibition, usual class: inhibitors; actives 1.2% (n = 390,000); AID 588591; note: potency is the fitted concentration of half-maximal effect; % is set by controls: 0 for no effect and ±100 for the full control effect
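Pol eta (10 nM) was preincubated with compounds for 15 min at room temperature, after which fluorescent replication substrate (50 nM final) was added to start the reaction. Fluorescence was read kinetically at 0 and 10 min.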
RGS4 inh: blocks human RGS4-accelerated GTP hydrolysis; P49798; Transcreener GDP fluorescence polarization, RGS4-accelerated GTP hydrolysis; Potency, µM (titrated, usually from 114 µM), for the others: at the highest dose activity change, negative = inhibition, most hits filed as inhibitors; actives 0.039% (n = 390,000); AID 504845; note: potency is the fitted concentration of half-maximal effect; % is set by controls: 0 for no effect and ±100 for the full control effect; nearly all actives have a fitted effect of over 75% in size; some results filed as inactive show a strong effect at the top dose
Target sequence (P49798 whole entry, looked up): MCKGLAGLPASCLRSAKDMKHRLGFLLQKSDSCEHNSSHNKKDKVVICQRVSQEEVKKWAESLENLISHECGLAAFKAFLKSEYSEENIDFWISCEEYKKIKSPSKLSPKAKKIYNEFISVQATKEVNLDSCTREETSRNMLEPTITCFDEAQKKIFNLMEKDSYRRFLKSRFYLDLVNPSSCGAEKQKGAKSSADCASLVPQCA
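MLSMR compounds (23 nl, pin-transferred) preincubated 10 min at room temperature with a 500nM (2x) first reagent, then RGS4 at 900nM (2x) plus Transcreener GDP mix added; fluorescence polarization (620/688 nm) read before and after 90 min at 30 °C.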
LDHA inh: inhibitors of human lactate dehydrogenase A; P00338; purified LDHA, NADH/diaphorase-resazurin fluorescence; active compounds read low; activity change, % (values are at about 110 or 230 µM); actives 0.15% (n = 480,000); AID 1347041; in the data active = activity change below about -30%; inconclusive = mostly about -25% to -30%;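 note: plate controls were DMSO wells for no effect and wells without enzyme for full effect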
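Enzyme activity of human lactate dehydrogenase 5 (2 nM; 0.06 mM NADH, 0.2 mM pyruvate, 5 min, RT) is measured via a resazurin/diaphorase fluorescence readout of residual NADH.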
Apoferritin bind: candidate novel general anesthetic via apoferritin binding | P02791 | apoferritin/1-aminoanthracene competitive binding, fluorescence | Potency, µM (highest dose often 77.5 µM), without a hit: top-dose activity change, negative = displacement, actives largely listed as inhibitors | actives 0.074% (n = 350,000) | AID 485281; note: potency is the fitted concentration of half-maximal effect; % is set by controls: 0 for no effect and ±100 for the full control effect; nearly all actives have a fitted effect of over 20% in size
Target sequence (P02791 2-175 limits assumed): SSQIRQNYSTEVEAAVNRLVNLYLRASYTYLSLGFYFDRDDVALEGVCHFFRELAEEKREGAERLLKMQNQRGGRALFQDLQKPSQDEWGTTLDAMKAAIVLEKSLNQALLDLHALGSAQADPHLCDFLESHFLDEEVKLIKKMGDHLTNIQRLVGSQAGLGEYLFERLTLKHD
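In PBS, apoferritin at 10 uM is loaded with 1-AMA from a 50% saturated solution. After 10 min of compound exposure at ambient temperature, reduced 535 nm fluorescence indicates probe displacement.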
ERG Ets-DNA blk: ERG Ets/DNA interaction inhibition; AID 624246; Potency, µM (doses to about 76.9 µM), for the others: top-dose FP activity, negative = inhibition, most hits filed as inhibitors; fluorescence polarization, His-ERG Ets domain / labelled DNA; P11308; actives 0.028% (n = 370,000); active = well fitted inhibition curve with a large enough effect in the polarisation, with a control signal flat; inconclusive = small, poorly fitted or top-dose-only effect, or effect the other way, or a change in a side signal; inactive = no such curve, though single readings can be large or run the other way; the % refers to the polarisation;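 note: polarization taken with two DNA probes labelled with fluorescein and Texas red; potency is the fitted concentration of half-maximal effect; % of control where 0% means no effect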
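His-tagged ERG Ets domain (1 uM in the protein solution; 300mM KCl, 50mM Tris-HCl, 1mM EDTA, 1mM DTT, pH 7.5) received compound, then a probe mix of 5 nM fluorescein-DNA and 100nM Texas-615-DNA. Fluorescence polarization was read for both dyes.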
Pol beta inh: blocks human DNA polymerase beta activity; P06746; Pol beta primer extension/strand displacement, fluorescence kinetic; Potency, µM (highest dose often 114 µM), for inactives: at the highest dose activity change, negative = inhibition, usual class: inhibitors; actives 1.3% (n = 340,000); note: potency is the fitted concentration of half-maximal effect; % is set by controls: 0 for no effect and ±100 for the full control effect
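Curves were derived by four-parameter Hill fits of normalized qHTS data. The kinetic fluorescent primer-extension read was taken at 0 and 10 min after 50 nM substrate, following a 15 min room-temperature preincubation of 10 nM enzyme with compounds.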
POLK inh: inhibitors of human DNA polymerase kappa; purified Pol kappa, fluorescent DNA synthesis assay, 10 min; Potency, µM (top dose mostly 107 µM), for the others: top-dose activity, negative = inhibition, hits mostly inhibitors; actives 0.53% (n = 400,000); AID 588579; note: potency is the fitted concentration of half-maximal effect; % is set by controls: 0 for no effect and ±100 for the full control effect
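Readout: fluorescence, taken kinetically at 0 and 10 min. Conditions: 10 nM Pol kappa, 15 min RT compound preincubation, 50 nM substrate final. Controls: enzyme-free buffer wells.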
An asterisk follows results filed as active; ? = inconclusive; / = not tested or not shown; & = joins results of further samples; [ ] = another dose, or the depositor's remark. Unless noted, calls come from the whole dose curve; as a rule, active = well fitted curve in the direction sought with a large enough effect; inconclusive = small, poorly fitted or top-dose-only effect, or another doubt; inactive = no such curve, though single readings can be large; an effect the other way counts as inactive or inconclusive. Only part of the results is shown; count on the stated rates, not on these rows.

Each structure is followed by: APEX1 inh, 12-LOX inh, POLH inh, RGS4 inh, LDHA inh, Apoferritin bind, ERG Ets-DNA blk, Pol beta inh, POLK inh
> Cc1nn(-c2ccccc2)c(OC(=O)c2ccccc2Cl)c1S(=O)(=O)c1ccccc1
→ /, -23%, -17%, -9%, -4, 3%, 6%, -1%, -17%
> Cc1cc(OC(F)F)ccc1NC(=S)NCCc1ccccc1
→ 0%, ?, -23%, -17%, -1, -14%, -10%, 32%, 0%
> Cc1ccc(-n2c(C)nnc2SCC(=O)Nc2ccccc2)cc1
→ 14%, -10%, 1%, -2%[11.4 µM], -5, -3%, 4%, -18%, -4%
> O=C(Nc1cc(S(=O)(=O)N2CCOCC2)ccc1N1CCOCC1)c1ccccc1F
→ 14%, 6%, -19%, 6%, -6, /, -5%, /, -6%
> Cc1ccc(-c2[nH]nc3c2C(c2ccsc2)C(C#N)=C(N)O3)cc1 (stereo not given)
→ -3%, ?, -7%, 2%, 1, -22%, 5%, 12%, 1%
> CN1c2cccc3cccc(c23)N(C)C1(C)C
→ 18%, -23%, -15%, -41%, 15, -10%, 21%, 17%, -3%
> Cc1ccc(Cl)cc1NC(=O)CC1NCCNC1=O (stereo not given)
→ 11%, 403%[activator], 13%, 3%, -4, 0%, 4%, 6%, 2%
> CCO[C@@H]1OC(C(N)=O)=C[C@H](c2cn(C(C)=O)c3ccccc23)[C@H]1CCCO
→ 0%, 1%, -14%, 4%, -1, -3%, -3%, -1%, 0%
> COc1ccc(C(CNC(=O)CNC(=O)c2ccc(F)cc2)N2CCCC2)cc1 (stereo not given)
→ 30%, ?, -17%, 1%, -2, /, 2%, /, 1%
> COc1ccc(/C=N/N=C2/NC(=O)C(CC(=O)O)S2)cc1OCc1ccc(Cl)cc1 (stereo not given)
→ -7%, -2%, -10%, -13%, -15, -2%, -4%, 0%, -2%
> C[C@H]1CN([C@@H](C)CO)C(=O)Cc2cc(NS(=O)(=O)c3cn(C)cn3)ccc2O[C@@H]1CN(C)C(=O)Nc1ccc(F)cc1
→ 20%, 10%, -2%, -7%, -1, /, -17%, /, 7%
> CS(=O)(=O)NCCOc1ccc(S(=O)(=O)N2CCCc3ccccc32)cc1
→ 12%, -20%, -7%, 11%, -10, -17%, /, -12%, -15%
> CCCCOCCCNC(=O)c1cccc(OC)c1
→ 2%, 2%, -14%, 4%, -4, -8%, 4%, 2%, -5%
> CC(=O)NC1=NN(C(C)=O)C(C)(c2ccccc2)S1 (stereo not given)
→ 2.8µM*, 17%, -2%, 20%, -14, -6%, /, 7.1µM*, -8%[60.1 µM]
> O=C(O)c1ccc(N2C(=O)CC(Cc3ccccc3)C2=O)cc1 (stereo not given)
→ 13%, -2%, 2%, 27%, -2, -3%, 2%, -1%, -6%
> CC(C)c1ccc(NC(=O)C(c2ccccc2)N2CCN(C=O)CC2)cc1 (stereo not given)
→ 18%, -9%, 1%, -3%, -1, -12%, -4%, 3%, 3%
> Cc1cc(NC(=O)CCN2C(=O)/C(=C\c3ccccc3Cl)SC2=S)no1
→ 7%, -8%, -15%, -26%, -2, -9%, 32%[activator], 21%, 1%
> Cc1ncsc1CCSc1nc2ccccc2c(=O)n1C
→ 20%, -1%, -2%, 14%, -2, 4%, /, 18%, -11%
> CC(C)=CCCC1(C)C=Cc2c(ccc3c2[nH]c2cc(O)c(C)cc23)O1 (stereo not given)
→ 14%, ?, -21%, -30%, 3, ?, 11%, -3%, -5%
> CCC1CCCCN1CCCNC(=O)C1CCC(Cn2c(=O)[nH]c3ccccc3c2=O)CC1 (stereo not given)
→ -1%, -8%, -10%, -4%, 0, -6%, -10%, 3%, -1%
> Cc1ccc(NC(=O)CSc2ncc(-c3ccccc3)n2C(=O)c2ccccc2)cc1
→ -7%, -20%, -1%, ?, 6, ?, 8%, -42%, -9%
> CC(CNc1ccccc1O)C(=O)O (stereo not given)
→ ?, ?, 25µM*, -27%, 35, -4%, -5%, 8.9µM*, ?
> O=C(CC1C(=O)NCCN1Cc1ccc(-c2ccccc2)cc1)NCCOc1cccnc1 (stereo not given)
→ -7%, 0%, 7%, 12%, 2, -11%, -3%, 6%, 10%
> COC(=O)c1c(NC(=O)CCNCc2ccco2)sc2c1CCC2
→ 2%, ?, -23%, -10%, -13, -11%, 12%, -21%, -4%
> CNc1c([N+](=O)[O-])cnn1-c1ccc(F)cc1
→ 1%, -13%, -16%, 5%, -3, -13%, 1%, 1%, 4%
> Cc1cc(C)c(OCC(=O)Nc2ccc(N3CCOCC3)cc2)c(Br)c1
→ 5%, 28%, /, /, /, -18%, /, ?, /
> CCC(C(=O)Nc1c2c(nn1C(C)(C)C)CS(=O)(=O)C2)c1ccccc1 (stereo not given)
→ 13%, ?, -19%, 3%, -1, -9%, -3%, 26%, -6%
> C=CCN1C(=O)[C@]2(c3ccccc31)C1CCCC=C1C(C#N)=C(N)C2(C#N)C#N (stereo not given in full)
→ -5%, -15%, -21%, -15%, 3, ?, 2%, 3%, -9%
> CCC(=O)N1CCc2cc(S(=O)(=O)CCC(=O)Nc3cccc(C)n3)ccc21
→ ?, -21%, 5%, 18%[11.4 µM], -4, -6%, -9%, 15%, 5%
> Cc1nnc(SCC(=O)NNC(=O)c2ccc(Br)cc2)n1C
→ 18%, 2%, 3%, 19%, 1, ?, 2%, -18%, -13%

Some of the entries so far, tab-delimited.
Structure	APEX1 inh	12-LOX inh	POLH inh	RGS4 inh	LDHA inh	Apoferritin bind	ERG Ets-DNA blk	Pol beta inh	POLK inh
CC(C)c1ccc(NC(=O)C(c2ccccc2)N2CCN(C=O)CC2)cc1 (stereo not given)	18%	-9%	1%	-3%	-1	-12%	-4%	3%	3%
Cc1cc(NC(=O)CCN2C(=O)/C(=C\c3ccccc3Cl)SC2=S)no1	7%	-8%	-15%	-26%	-2	-9%	32%[activator]	21%	1%
Cc1ncsc1CCSc1nc2ccccc2c(=O)n1C	20%	-1%	-2%	14%	-2	4%	/	18%	-11%
CC(C)=CCCC1(C)C=Cc2c(ccc3c2[nH]c2cc(O)c(C)cc23)O1 (stereo not given)	14%	?	-21%	-30%	3	?	11%	-3%	-5%
CCC1CCCCN1CCCNC(=O)C1CCC(Cn2c(=O)[nH]c3ccccc3c2=O)CC1 (stereo not given)	-1%	-8%	-10%	-4%	0	-6%	-10%	3%	-1%
Cc1ccc(NC(=O)CSc2ncc(-c3ccccc3)n2C(=O)c2ccccc2)cc1	-7%	-20%	-1%	?	6	?	8%	-42%	-9%
CC(CNc1ccccc1O)C(=O)O (stereo not given)	?	?	25µM*	-27%	35	-4%	-5%	8.9µM*	?
O=C(CC1C(=O)NCCN1Cc1ccc(-c2ccccc2)cc1)NCCOc1cccnc1 (stereo not given)	-7%	0%	7%	12%	2	-11%	-3%	6%	10%
COC(=O)c1c(NC(=O)CCNCc2ccco2)sc2c1CCC2	2%	?	-23%	-10%	-13	-11%	12%	-21%	-4%
CNc1c([N+](=O)[O-])cnn1-c1ccc(F)cc1	1%	-13%	-16%	5%	-3	-13%	1%	1%	4%
Cc1cc(C)c(OCC(=O)Nc2ccc(N3CCOCC3)cc2)c(Br)c1	5%	28%	/	/	/	-18%	/	?	/

Further records
Each structure is followed by: APEX1 inh, 12-LOX inh, POLH inh, RGS4 inh, LDHA inh, Apoferritin bind, ERG Ets-DNA blk, Pol beta inh, POLK inh
> N=C(N)SCc1nc2ccccc2c(=O)n1-c1ccccc1
→ 0%&-3%, 0%&-24%, -13%&-22%, ?, 2&6, ?, 0%&2%, -5%&9%, -14%&-7%
> CCCCC(C(=O)O)C(C)CC(=O)Nc1nncs1 (stereo not given)
→ 2%, 8%, 36%[activator], 15%[11.4 µM], -7, -6%, -5%, 11%, ?
> CCn1cc(C(=O)NCc2ccc(OC)cc2)c(=O)c2ccc(C)nc21
→ -9%, 14%, 1%, -5%, -1, -5%, 4%, 30%, -15%
> c1ccc(COCCCn2cc(-c3ccccc3)nn2)cc1
→ 2%, 1%, -9%, -7%, 9, -8%, 9%, 1%, 14%
> CCOc1ccc(/C=N/NC(=O)c2ccc(Cn3cc([N+](=O)[O-])cn3)o2)cc1
→ 0%, ?, 9%, ?, -3, ?, 6%, ?, -29%
> Cc1cc(OC(C)C(=O)NCCCN2CCOCC2)c2c(C)cc(=O)oc2c1 (stereo not given)
→ 7%, 7%&-19%, 3%, -28%, -1&-8, -3%, 1%, 8%, -14%
> Cc1ccccc1-n1c(=O)cc(N2CCC3(CC2)OCCO3)[nH]c1=O
→ -2%, 9%[57.4 µM], -2%, -21%, -1, 0%, /, 7%, -7%
> CCN(CC)S(=O)(=O)c1ccc(C)c(NC(=S)NNC(=O)C2CC2)c1
→ 3%, -8%, -18%, -22%, -12, -2%, -1%, 12%, -5%
> CC(C)(C)[C@H]1COC(=O)CC/C=C\C[C@@H](CC(=O)N[C@H](CO)Cc2ccccc2)C(=O)N1
→ -7%, 3%, -9%, 4%, 0, /, 1%, /, 18%
> Cc1nc2c(-c3ccccc3)c(C)nn2c(C)c1CCC(=O)O
→ 12%, -5%, -14%, -4%, -8, 4%, -1%, 17%, -7%
